Bioassay records deposited in PubChem BioAssay by several laboratories.
ERb coact inh: blocks coactivator binding to human estrogen receptor beta; Q92731; TR-FRET ER-beta LBD / SRC1-Cy5 peptide binding; receptor agonist-loaded with 1 µM estradiol; inhibition, % at 25.6 µM; actives 1.3% (n = 86,000); AID 633;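 active = compounds whose percent inhibition of the receptor-coactivator binding signal exceeds about 50% in the single-dose screen, limit read from the data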;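 also: 0% = receptor plus peptide wells without compound and 100% = peptide-only wells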
Target sequence (Q92731 whole entry, looked up, the tested form may be a part): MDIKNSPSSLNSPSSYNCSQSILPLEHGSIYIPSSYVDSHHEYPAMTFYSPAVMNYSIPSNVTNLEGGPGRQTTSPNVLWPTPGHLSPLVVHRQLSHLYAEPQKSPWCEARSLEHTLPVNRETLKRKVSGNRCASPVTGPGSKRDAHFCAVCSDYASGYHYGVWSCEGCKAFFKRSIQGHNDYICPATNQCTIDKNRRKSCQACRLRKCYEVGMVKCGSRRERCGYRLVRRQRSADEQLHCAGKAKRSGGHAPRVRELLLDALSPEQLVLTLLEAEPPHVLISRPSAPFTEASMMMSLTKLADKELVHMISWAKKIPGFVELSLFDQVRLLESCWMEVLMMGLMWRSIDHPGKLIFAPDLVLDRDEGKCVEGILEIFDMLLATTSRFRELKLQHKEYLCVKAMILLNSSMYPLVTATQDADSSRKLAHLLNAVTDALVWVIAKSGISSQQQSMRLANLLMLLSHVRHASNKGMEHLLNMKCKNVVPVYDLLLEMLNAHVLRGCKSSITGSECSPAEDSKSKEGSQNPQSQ
Smad3 inh: Smad3 (human) transcription factor binding inhibition; P84022; TR-FRET Smad3/Dy647-FoxH1 peptide binding, europium anti-His; inhibition, % at 25 µM; actives 0.29% (n = 88,000);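 active = compounds that reduce the energy-transfer binding signal between the protein and its labelled peptide by more than half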;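 also: 0% = Smad3 plus labelled peptide maximal FRET and 100% = peptide-only background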
Target sequence (P84022 whole entry, looked up): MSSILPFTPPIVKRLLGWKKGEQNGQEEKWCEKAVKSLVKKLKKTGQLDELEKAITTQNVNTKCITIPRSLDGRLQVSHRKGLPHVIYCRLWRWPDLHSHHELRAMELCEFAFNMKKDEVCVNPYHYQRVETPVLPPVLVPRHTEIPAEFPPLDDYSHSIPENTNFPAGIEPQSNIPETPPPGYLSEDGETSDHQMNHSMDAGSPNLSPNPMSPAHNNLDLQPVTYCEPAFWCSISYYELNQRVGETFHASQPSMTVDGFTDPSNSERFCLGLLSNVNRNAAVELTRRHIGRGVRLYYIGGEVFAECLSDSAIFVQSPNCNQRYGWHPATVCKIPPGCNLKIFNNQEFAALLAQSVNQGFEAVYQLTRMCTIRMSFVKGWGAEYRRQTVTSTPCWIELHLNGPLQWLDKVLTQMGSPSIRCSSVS
MT1-MMP txn act: activates MT1-MMP transcription; HT1080 MT1-MMP promoter luciferase reporter, luminescence, overnight; hits give high values; activation factor at 10 µM; actives 0.16% (n = 86,000); AID 750;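 active = activation factor of at least 2 for MT1-MMP transcription at 10 µM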
CD11b adhes enh: increases human CD11b/CD18 adhesion to fibrinogen; activation, % at 10 µM; actives 0.07% (n = 93,000); K562 CD11b/CD18 adhesion to fibrinogen, ATPlite luminescence; P05107+P11215;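 active = 10 µM primary screen giving 50% or more activity, confirmed by 40% or more on retest at that dose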; also: strong numbers were not always called active
H69AR growth 86K: blocks growth of human H69AR lung tumor cells. H69AR lung tumor viability, ATP luminescence, 72 h; hits give low values. viability, % at 10 µM. actives 6% (n = 85,000). AID 598;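 active = viability at or below 40%; inactive = viability above 40%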;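 also: multidrug resistant small cell line overexpressing MRP-1 efflux transporter; 100% = mean luminescence of untreated control wells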
Lung fibro prol: blocks proliferation of human lung fibroblasts; viability, % at 10 µM; LL 47 human lung fibroblast viability, ATP luminescence; hits give low values; actives 1.1% (n = 85,000);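 active = viability at or below 50% in the single dose screen; inactive = viability above 50%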;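 also: compound exposure lasted 72 h before the ATP readout; 100% = median luminescence of untreated cell-only wells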
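material = human LL 47 lung fibroblast cells | dosing = compounds added from tenfold dosing solution, 0.1% DMSO final | timing = overnight cell rest, 72 h compound treatment at 37 °C | measured by = CellTiter-Glo luminescence measuring cellular ATP | evaluation = % viability versus median cells-only luminescence | control set = cell-only wells, no compound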
ERa coact inh: blocks coactivator binding to human estrogen receptor alpha | inhibition, % at 25.6 µM | actives 1.7% (n = 86,000) | TR-FRET ER-alpha LBD / SRC-1 peptide, estradiol-bound; in the data active = inhibition above about 50%;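 also: 0% = receptor plus peptide control and 100% = peptide only without receptor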
HUVEC inhibit: blocks proliferation of human endothelial cells. HUVEC proliferation, CellTiter-Glo luminescence, 72 h; hits give low values. viability, % at 10 µM (by protocol). actives 1.1% (n = 86,000). AID 648;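 active = viability at or below 30%; inactive = viability above 30%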;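 also: 100% = median luminescence of DMSO-only cell control wells on each plate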
ERa SRC1 pot: ER-alpha (human) coactivator binding potentiation. P03372. TR-FRET ERalpha-LBD/SRC-Cy5 coactivator binding, 2 h; 100 = basal binding, no effect. coactivator binding (% of control), % at 25.6 µM. actives 1.3% (n = 86,000). AID 639; in the data active = activity above about 200%;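 also: binding measured in presence of low estradiol as agonist stimulus; 0% = peptide alone without receptor and 100% = receptor with peptide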
* = called active by the depositor; x = not tested or not shown; [ ] = remark or other dose. An excerpt, so the mix of outcomes need not match the whole.

no.	mol	ERb coact inh	Smad3 inh	MT1-MMP txn act	CD11b adhes enh	H69AR growth 86K	Lung fibro prol	ERa coact inh	HUVEC inhibit	ERa SRC1 pot
1	O=C(Cn1nnc(-c2ccccc2NC(=O)c2cccs2)n1)Nc1ccccc1	57*[fluorescence artefact?]	-5	0.9	-3	15*	86	65*[fluorescence artefact?]	59	200*[fluorescence artefact?]
2	c1ccc2c(c1)CCN(CCCNc1nc3ccccc3n3cnnc13)C2	-1	-2	1.1	0	76	98	-5	85	129
3	Cc1ccc(C(=O)OCC(=O)Nc2ccc3c(c2)OCO3)cc1S(=O)(=O)N1CCOCC1	13	1	1	x	102	97	4	92	70
4	CCc1ccc(CN(C(=O)c2cc3ccccc3oc2=O)C2CCS(=O)(=O)C2)cc1 (centres undefined)	-12	-2	1.7	0	58	98	0	100	92
5	CCOC(=O)N1CCN(C(=O)Nc2ccccc2Cl)CC1	-12[fluorescence artefact?]	-12	1	6	98	105	-10	100	193
6	COC(=O)c1ccc(CSc2nc3cc(Cl)ccc3o2)cc1	-3	9[fluorescence artefact?]	1.2	4	103	101	10	100	99
7	CCOC(=O)CC1=C(C#N)C(c2cccnc2)C(C(=O)OCC)=C(N)O1 (centres undefined)	-6[fluorescence artefact?]	-12	1	0	95	96	-2	92	117
8	CCOc1ccc(N2C(=O)c3cccnc3C2Nc2ccc(F)cc2)cc1 (centres undefined)	-8	-4	1	7	92	103	-16	89	103
9	COc1cc(NC(=O)c2cc3c(C)nc4ccccc4c3o2)cc(OC)c1OC	-14[fluorescence artefact?]	-4	1.2	2	35*	88	-1	52	113
10	CCc1c(C(=O)Nc2cc(C)ccc2OC)[nH]c(C)c1C(C)=O	8	-4	1	4	74	92	17	66	120
11	O=C(CSc1nnc(CNc2ccc(F)cc2)n1Cc1ccco1)NC1CC1	-6[fluorescence artefact?]	2	1.2	1	93	106	3	97	72
12	NS(=O)(=O)c1ccc(Nc2nc(-c3ccc(O)cc3O)cs2)cc1	42	8	1.2	-3	58	101	36[fluorescence artefact?]	93	50[fluorescence artefact?]
13	COC(=O)c1c(NC(=O)CCc2ccc(C)o2)sc(C)c1C	-4	-7	1.3	-2	73	85	-4	85	109
14	O=C(/C=C/c1ccc(Cl)cc1Cl)n1cccn1	-7	2	1.1	x	42	100	5	96	119[fluorescence artefact?]
15	CCCNC(=O)N1CCC(C(=O)c2cccc(F)c2)CC1	-7	-18	1.2	-3	86	99	-11	89	98
16	Cc1cc(N2CCN(c3cccc(C)c3C)CC2)nc(-c2ccccc2)n1	-23	13	1.2	x	100	94	-12	102	97
17	CCCN(CCC)CCNC(=O)CS(=O)Cc1nc(-c2ccc(C)cc2)oc1C (centres undefined)	-3[fluorescence artefact?]	0	1.1	x	92	107	2[fluorescence artefact?]	105	118
18	c1ccc(OCc2nn3c(Cn4cnc5ccccc54)nnc3s2)cc1	9	8	1	0	85	99	9	100	73[fluorescence artefact?]
19	COc1ccc(C(c2nnnn2Cc2ccccc2)N2CCN(C(=O)c3ccco3)CC2)cc1 (centres undefined)	-2	1	1	-3	86	84	-5	88	117
20	CC(=O)Nc1ccc(Oc2ncccn2)c(Cl)c1	2[fluorescence artefact?]	5	1.1	-2	84	116	3[fluorescence artefact?]	94	101[fluorescence artefact?]
21	COc1ccc(N2C(=O)CCC2(C#N)c2ccc(OC)cc2)cc1 (centres undefined)	0	16	1.2	1	98	105	4	101	81
22	O=C(COC(=O)c1ccco1)Nc1ccc2c(c1)OCO2	21	2	1.2	6	99	104	17	81	90[fluorescence artefact?]
23	CCOC(=O)N1CCC(NC(=O)Cn2ncc3c4ccccc4n(C)c3c2=O)CC1	-10[fluorescence artefact?]	4	1.2	x	97	92	1[fluorescence artefact?]	93	136[fluorescence artefact?]
24	Cc1cc(C)n2nc(CCc3nc4nc(C)cc(C)n4n3)nc2n1	-8[fluorescence artefact?]	0	1	0	98	98	-16	100	103
25	CCC1CCCCN1C(=O)Cn1c(=O)oc2ccccc21 (centres undefined)	-7	7[fluorescence artefact?]	0.9	2	95	101	-8	93	113[fluorescence artefact?]
26	CCN(CC)CCCNC1CCS(=O)(=O)C1 (centres undefined)	2	3	1.2	-4	88	99	-2	101	103
27	CC(C)c1ccc(C(=O)N(c2ccccn2)C(C)c2ccco2)cc1 (centres undefined)	-8	0	1.8	-3	78	85	-7	100	101
28	CCn1c(CNc2ccc(F)cc2)nnc1SCC(=O)OC1CCCCC1	-2	-12[fluorescence artefact?]	1.2	1	89	99	6	97	96
29	CCCCOc1cccc(C(=O)N(Cc2cccs2)C2CCS(=O)(=O)C2)c1 (centres undefined)	10	-1	1	-2	37*	93	-1	96	156
30	Cc1cc(NC(=O)COc2nnc(-c3ccccc3)c3ccccc23)no1	-8[fluorescence artefact?]	-4	1.1	1	109	104	0	101	95
31	CCn1c(O)c(N=NC(=O)CNC(=O)/C=C/c2ccco2)c2ccccc21	-13	-1	1.1	-5	83	102	-2	94	95[fluorescence artefact?]
32	O=C(O)c1ccc(N(c2ccccc2)c2ccccc2)cc1	2	19	1.1	x	105	91	1	99	42
33	C[C@@]12CC(=O)NC1N(C(=O)c1ccccc1)C(c1ccccc1OC(=O)c1ccccc1)C2 (some centres undefined)	-3[fluorescence artefact?]	-2	1.1	1	91	102	1[fluorescence artefact?]	93	117[fluorescence artefact?]
34	COc1cc2c(cc1OC)C(C)N(C(C)=O)CC2 (centres undefined)	-11	14	1.3	x	64	91	-15	81	101
35	CC(C)Nc1nc2n(c(=O)n1)CCN2C(C)C	6	1	1.2	-3	96	98	5	89	145
36	CC(C)Oc1ccc(OCCCN2CCCCCC2)cc1	4	-12	x	21	55	95	10	90	76
37	CCOC(=O)N1CCN(C(=O)CN(c2cccc(C(F)(F)F)c2)S(=O)(=O)c2ccccc2)CC1	-4	6	1.1	0	89	101	-5	109	100
38	O=C(C1CC1)N1CCN(C(c2ccccc2)c2ccccc2)CC1	0	4	1.1	-5	108	104	-3	104	104
39	CCOC(=O)c1c(C)c(C(=O)NCc2ccco2)c(C)n1Cc1ccccc1	33	5	1	-2	66	85	48	97	90[fluorescence artefact?]
40	COC(=O)c1ccc(CSc2nnc3n(Cc4ccccc4OC)c(=O)c4ccccc4n23)o1	1	10	1.2	2	49	98	-5	98	108[fluorescence artefact?]
41	CC(C)OC(=O)CN1CCN(S(=O)(=O)c2cc(Cl)ccc2Cl)CC1	-8	3	1.2	-4	92	53	-5	102	100
42	CCOC(=O)COc1ccc(Br)cc1C1NC(=O)NC(C)=C1C(=O)NCc1ccccc1 (centres undefined)	-6	-1	1.1	x	94	99	-5	94	121
43	CCc1nnc(NC(=O)CSc2nnc3c4ccccc4n(C)c3n2)s1	5	7	1.1	-4	83	107	-11	101	112
44	CCOC(=O)C(NC(=O)NC1CCCCC1)(c1ccccc1)C(F)(F)F (centres undefined)	12	-3	x	1	97	101	6	101	119
45	Cc1nc(=O)c(-c2ccccc2)c(C)n1CCCCCC(=O)O	-9	21[fluorescence artefact?]	1.1	-7	101	103	0	101	92
46	CCC(=O)Nc1cccc2c1C(=O)N(C)C2=O	-2	-12	1.1	x	87	103	-7	92	102
47	COc1ccc(Oc2coc3c(CN4CCOCC4)c(O)ccc3c2=O)cc1	-5	-13	1.2	4	96	95	-2	93	98
48	Cc1cccc(Nc2nc(NCc3ccco3)nc(N3CCOCC3)n2)c1	-5	-4	1	4	53	84	0	7.9*	114

Look-ups from the entries so far.
CCC(=O)Nc1cccc2c1C(=O)N(C)C2=O @ H69AR growth 86K = 87
Cc1nc(=O)c(-c2ccccc2)c(C)n1CCCCCC(=O)O @ ERb coact inh = -9

New compounds follow:
no.	mol	ERb coact inh	Smad3 inh	MT1-MMP txn act	CD11b adhes enh	H69AR growth 86K	Lung fibro prol	ERa coact inh	HUVEC inhibit	ERa SRC1 pot
49	Cc1ccccc1C(C(=O)NCc1ccco1)N(CC1CCCO1)C(=O)Cn1nnc2ccccc21 (centres undefined)	0[fluorescence artefact?]	6	1.1	-2	101	104	6	100	107
50	Cc1ccc(S(=O)(=O)C(C)C(=O)c2ccc3c(c2)OCCO3)cc1 (centres undefined)	-9	3	x	0	95	99	7	102	108[fluorescence artefact?]
51	COc1ccccc1N1CCN(C(=O)c2cc(-c3cccc(Cl)c3)on2)CC1	-8	10	1.1	-6	91	101	-6	86	95
52	CCOC(=O)c1sc2ncnc(OC)c2c1C	-5	0	0.9	2	106	108	1	95	111[fluorescence artefact?]
53	Cc1nn(Cc2ccccc2Cl)c(C)c1C(=O)NC1=NCCS1	-9[fluorescence artefact?]	2	1.1	0	88	98	-12	92	124
54	CC(=O)N1CCCc2cc(S(=O)(=O)N3CCN(C4CCCCC4)CC3)ccc21	-2	0	1.1	2	97	95	-2	100	109
55	COc1ccc2c(c1OC)C(=O)N(c1ccc(C)c(C)c1)C2=O	2	-1	1.3	x	101	95	-5	101	108
56	CCOP(=O)(c1ccccc1)c1nc(-c2ccccc2Cl)oc1N1CCCCC1 (centres undefined)	9	1	1.1	x	73	77	24	85	39
57	CCn1c(SCc2ccc(Cl)cc2)nnc1-c1ccccc1	-9	5	1.1	x	105	107	0	103	101
58	Cc1ccc(C(C)C)c(OCC(=O)OCc2c(C)noc2C)c1	51*[fluorescence artefact?]	-10	1.2	-2	92	102	-5	96	134
59	O=C(O)c1cccc(NS(=O)(=O)c2cccc3nsnc23)c1	-3	-3	1.1	-2	92	92	0	93	95
60	COCCCN(Cc1ccccn1)S(=O)(=O)Cc1ccccc1	7[fluorescence artefact?]	-6	1.2	x	102	97	8	107	89
61	c1ccc(-n2ncc3c(NCc4cccnc4)ncnc32)cc1	-3[fluorescence artefact?]	0	1.5	1	93	100	4[fluorescence artefact?]	106	103
62	COc1ccc(-c2nn3c(-c4ccccc4)nnc3s2)cc1	-6[fluorescence artefact?]	0	1	5	35*	91	-2	73	203*[fluorescence artefact?]
63	COc1cnc(N(C)C)nc1Sc1cccc(Cl)c1	6[fluorescence artefact?]	3	1.2	3	72	90	1[fluorescence artefact?]	87	90
64	Cc1nnc(SCC(=O)NC(C)(C)C)n1CCc1ccccc1	3	8[fluorescence artefact?]	1.1	x	87	101	1	102	110
65	O=C(CN1C(=O)NC2(CCCCC2)C1=O)Nc1ccc(S(=O)(=O)N2CCOCC2)cc1	-6	1	1	0	90	93	4	95	108
66	COC(=O)C(Cc1cnc(Cl)s1)(C(=O)OC)c1ccc([N+](=O)[O-])cc1[N+](=O)[O-]	-4[fluorescence artefact?]	17	1.2	-3	74	89	3	72	105
67	Cc1cccn2cc(-c3ccccc3)nc12	-5[fluorescence artefact?]	-11	0.8	-4	91	103	-12	96	118
68	COC(=O)CNC(=O)C1CCCN1C(=O)OC(C)(C)C (centres undefined)	-9	8	1	-2	95	97	-2[fluorescence artefact?]	98	101
69	Cc1ccc(-n2ncc3c(N4CCC(C(N)=O)CC4)ncnc32)c(C)c1	-14	11	1.3	x	50	98	-31	99	96
70	Cc1ccc(C)n1-c1ccc(-c2nnc3n2CCCCC3)s1	8	9[fluorescence artefact?]	1.1	-2	83	94	5	105	91[fluorescence artefact?]
71	O=C(Nc1ccc(Cl)cc1)c1ccncc1	-8	3	x	0	100	96	-4	88	108
72	OC(Cn1cccn1)c1ccccc1 (centres undefined)	2[fluorescence artefact?]	13[fluorescence artefact?]	0.9	-3	94	89	2	93	112
